K1F lysis inhibition: inhibition of K1F phage lysis, E. coli UTI89, bacterial capsule biogenesis inhibitors, alamar blue (AID 488966) | inhibition, % at 100 µM, or IC50 in µM where a hit was titrated | 0.02% of 340,000 active | E. coli UTI89 K1F phage lysis, alamar blue, 2 h; higher % means a stronger effect;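 active = phage lysis inhibition, versus mean bacterial control, above a set limit; inconclusive = no clear call, values can overlap the other calls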;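 also: capsule biogenesis inhibitors block K1F phage lysis so surviving cells raise fluorescence; higher fluorescence means more inhibition of phage lysis; actives were called in the ten point dose series up to 300 µM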
PMI inhibition: human PMI inhibitors, high substrate, primary screen, biochemical, fluorescence intensity, high mannose 6-phosphate (AID 1220); recombinant PMI enzyme, coupled fluorescence intensity; higher % means a stronger effect; one-dose inhibition, % at 20 µM; IC50 in µM for titrated hits; 0.66% of 190,000 active
RSV CPE inhibition: inhibition of RSV-induced cytopathic effect – HEp-2 cells, primary 10 µM value included (AID 2391). HEp-2 cells, RSV-induced CPE inhibition; higher % means a stronger effect. one-dose CPE inhibition, % at 10 µM; IC50 in µM for titrated hits. 0.13% of 310,000 active; in the data active = a potency from the dose series; inconclusive = CPE inhibition mostly from about 23% at the one dose, without a potency; inactive = the rest, 99 in 100 with CPE inhibition below about 21%; also: strong numbers were not always called active
TNAP activators: human TNAP enzyme activators, primary screen, biochemical, luminescent, no phosphate acceptor, uHTS (AID 1001). activation fold at 20 µM; hits with a dose series show EC50 in µM. purified TNAP, luminescent activation assay, no phosphate acceptor; higher activation fold means a stronger effect. 0.03% of 200,000 active; in the data active = activation fold from about 3, or a potency from the dose series; inactive = the rest, 99 in 100 with activation fold below about 1.6; also: many of its hits are not listed in these tables
M17LAP inhibition: P. falciparum M17LAP inhibitors, primary screen, biochemical, fluorogenic H-Leu-NHMec substrate, 1536-well (AID 1619); recombinant M17LAP, H-Leu-NHMec fluorogenic kinetic assay; higher % means a stronger effect; one-dose inhibition, % at 30 µM; IC50 in µM for titrated hits; 0.38% of 220,000 active;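 active = compound inhibiting the enzyme by more than half at any dose during confirmatory dose-response retesting; inconclusive = strong single-dose inhibitors picked by rank but not retested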;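 also: plate controls were full reaction with DMSO carrier for no effect and no enzyme background for full effect; strong numbers were not always called active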
human PMI inhibition: inhibitors of human PMI, primary screen, biochemical, fluorescence intensity, coupled assay (AID 1209); 0.42% of 190,000 active; one-dose inhibition, % at 20 µM; IC50 in µM for titrated hits; purified PMI enzyme, coupled fluorescence intensity; higher % means a stronger effect;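 also: plate controls were DMSO vehicle for no effect and wells lacking substrate for full effect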
T cell HTS: T cell immune modulators affecting CD8 T cell-vesicle binding; 2C CD8+ T cell-vesicle binding, flow cytometry; stronger effect = lower value; calls only at 7 µM; 0.068% of 330,000 active; AID 2052;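 active = response, share of CD8 T cells binding vesicles, and their 90th percentile fluorescence all below set limits, cut at about 80% in these data, passing the limit was not always enough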
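incubation = binding step 1.5 h, 37 °C, antibody labelling 20 min, ice | test system = 2C mouse CD8+ T cells | read-out basis = percent CD8+ FL2 mean versus row control | controls = Peptide-free naked vesicles (low) and QL9 vesicles with 0.7% DMSO vehicle (high) | detection = flow cytometry of vesicle-bound cells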
P. falciparum M1AAP: P. falciparum M1AAP inhibitors, biochemical, fluorogenic H-Leu-NHMec substrate, 1536-well (AID 1445); recombinant M1AAP, H-Leu-NHMec fluorogenic kinetic assay; higher % means a stronger effect; one-dose inhibition, % at 30 µM; IC50 in µM for titrated hits; 0.42% of 220,000 active;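 active = primary inhibition above the hit cutoff, then over 50% inhibition at one or more dose response concentrations, cut at about 23% in these data, passing the limit was not always enough; inconclusive = conflicting primary data, or primary hits not chosen for dose response; inactive = low primary inhibition, or under 50% at every dose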;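 also: plate controls were DMSO full reaction for no effect and no enzyme background for full effect; strong numbers were not always called active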
West Nile virus CPE: West Nile virus antiviral activity, cell-based, CPE readout (AID 1621); West Nile virus-infected cells, CPE inhibition; higher % means a stronger effect; one-dose CPE inhibition, % at 10 µM; IC50 in µM for titrated hits; 0.02% of 290,000 active; in the data active = a potency from the dose series; inconclusive = CPE inhibition mostly from about 3.7% at the one dose, without a potency; inactive = the rest, 99 in 100 with CPE inhibition below about 2.2%; also: strong numbers were not always called active
T cell HTS vesicle-bound %: recorded beside T cell HTS, whose call it bears; double positive events, %; measured here: CD8+ vesicle-bound cell fraction;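 binding gate set so that unloaded-vesicle control wells show 10% double positive cells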
* marks the source's active call; other numbers are inactive results; i = inactive; ? = inconclusive; / = no result given; [ ] = dose if it differs, or a comment. Rule as the data show it, unless noted: active = inhibition above about 50%; inactive = the rest.

SMILES	K1F lysis inhibition	PMI inhibition	RSV CPE inhibition	TNAP activators	M17LAP inhibition	human PMI inhibition	T cell HTS	T cell HTS vesicle-bound %	P. falciparum M1AAP	West Nile virus CPE
C=C1CCC[C@]2(C)C[C@H]3OC(=O)C(CN[C@@H](C)c4ccccc4)[C@H]3CC12 (stereo partly drawn)	2.4%[50 µM]	/	2.2%	/	/	/	i	38	/	0.5%
O=C(N/N=C/c1cc2c(cc1Br)OCO2)c1c[nH]c2ccccc12	4.7%	4%	8.0%	1	3%	8%	i	28	7%	-0.3%
Cc1ccc(CSCC(=O)Nc2ccccc2C(=O)O)cc1	1.2%	/	9.4µM*	/	/	/	i	55	/	1.2%
c1ccc2[nH]c(CN3CCN(c4ncnc5c4oc4ccccc45)CC3)nc2c1	-0.3%	6%	18%	1.2	4%	6%	i	17	-2%	0.1%
Cn1c(=O)c2[nH]c(-c3ccccc3Cl)c(O)c2n(C)c1=O	-0.2%	-7%	1.3%	1.1	11%	-4%	i	0	15%	-0.6%
COc1ccc2c(CC(=O)Nc3nccs3)coc2c1	0.4%	19%	5.7%	1.1	8%	2%	i	44	10%	0.1%
COc1ccc(C(=O)NCCCNC(=O)c2ccc(C)nc2)cc1	0.0%	/	1.0%	/	/	/	i	18	/	0.3%
Cc1nc(NS(=O)(=O)c2ccccc2)sc1C(=O)NN	/	/	-1.2%	1.1	114µM*	/	i	23	7%	0.9%
O=C1OCCN1S(=O)(=O)Nc1ccccc1	0.0%	/	0.2%	/	/	/	i	54	/	0.1%
O=C(NNC(=O)c1ccco1)c1cccc(Br)c1	0.2%	/	0.5%	/	/	/	i	65	/	-0.7%
CC(=O)OCC1OC(OCc2cn(C[C@H]3CC[C@@H]([C@@H]4CC[C@H](Cn5cc(COC6OC(COC(C)=O)C(OC(C)=O)C(OC(C)=O)C6OC(C)=O)nn5)O4)O3)nn2)C(OC(C)=O)C(OC(C)=O)C1OC(C)=O (stereo partly drawn)	0.0%	/	-0.4%	/	/	/	i	37	/	-0.9%
O=C(NCc1ccc(Cl)cc1)C1CCC(CNc2c(N3CCOCC3)c(=O)c2=O)CC1 (stereo not drawn)	0.2%	/	0.4%	/	1%	/	i	29	-2%	0.1%
O=C(OCC1OC2C(Oc3nc(=O)ccn32)C1O)c1ccccc1 (stereo not drawn)	0.1%	0%	1.0%	1.1	8%	2%	i	20	-7%	-0.1%
COc1cc(Cc2ccc(N)c(OC)c2)ccc1N	-8.5%	17%	0.8%	1	-3%	5%	i	41	2%	0.0%
Cn1c(CN2CCCCC2)nc2cc([N+](=O)[O-])ccc21	-0.5%	12%	0.7%	1	8%	8%	i	46	0%	0.4%
NS(=O)(=O)c1cccc(NC(=O)CCSc2ccc(Cl)cc2)c1	1.5%[50 µM]	2%	0.5%	1	2%	7%	i	9	7%	-0.5%
COc1ccc(S(=O)(=O)N2CCCC(C(=O)NCc3cccnc3)C2)cc1 (stereo not drawn)	1.0%	/	0.7%	/	/	/	i	14	/	-0.5%
CCOCCCNC(=S)Nc1cc(C)cc(C)c1	2.9%	10%	0.4%	1.1	-7%	7%	i	28	0%	-0.1%
COc1ccc(OC)c(NC(=O)CSc2nnnn2C)c1	-0.1%	4%	2.3%	1.1	-9%	4%	i	26	1%	-0.3%
NC(=S)N/N=C/c1ccc2c(c1)OCCO2	0.5%	-2%	4.9%	1.1	14%	-2%	i	26	9%	-1.0%

Next part; it opens with the 3 that closed the last part.
SMILES	K1F lysis inhibition	PMI inhibition	RSV CPE inhibition	TNAP activators	M17LAP inhibition	human PMI inhibition	T cell HTS	T cell HTS vesicle-bound %	P. falciparum M1AAP	West Nile virus CPE
CCOCCCNC(=S)Nc1cc(C)cc(C)c1	2.9%	10%	0.4%	1.1	-7%	7%	i	28	0%	-0.1%
COc1ccc(OC)c(NC(=O)CSc2nnnn2C)c1	-0.1%	4%	2.3%	1.1	-9%	4%	i	26	1%	-0.3%
NC(=S)N/N=C/c1ccc2c(c1)OCCO2	0.5%	-2%	4.9%	1.1	14%	-2%	i	26	9%	-1.0%
O=C(NNc1ccccc1F)C1CCC1	0.8%	/	-0.1%	/	5%	/	i	29	6%	0.3%
COc1ccc(OC)c(-c2cc(C3CCN(c4ncccc4[N+](=O)[O-])CC3)[nH]n2)c1	3.4%	0%	19%	1.1	-9%	7%	i	39	3%	1.0%
COc1ccc(C(NC(=O)c2ccco2)c2ccc(OC)c(OC)c2)cc1 (stereo not drawn)	0.2%	8%	1.1%	1.1	-4%	12%	i	30	8%	0.0%
O=C(O)c1cc(S(=O)(=O)N2CCCCCC2)c(Cl)cc1Cl	2.4%	2%	-0.5%	1.1	1%	4%	i	42	-5%	-0.5%
CN1CCN(CC#CCn2c3ccccc3c3ccccc32)CC1	14%	0%	-3.2%	1	3%	5%	i	20	2%	1.7%
Oc1ccc(/C=N/NC(=S)Nc2cccnc2)cc1	1.0%	/	1.5%	/	33%	/	i	19	11%	0.9%
COC(=O)c1ccccc1NC(=O)NCCc1ccccc1OC	0.0%	0%	2.6%	1.2	-4%	0%	i	40	2%	0.6%
C=CCn1c(SCC(=O)NC2CCCCC2)nnc1C1CCCCC1	0.7%	-2%	-0.6%	1.1	0%	0%	i	56	-2%	-0.4%
O=C(NCc1ccco1)[C@@H]1CCCN1C(=O)c1cccs1	3.3%	0%	1.3%	1.1	4%	1%	i	42	6%	/
Cc1cc(C)c2[nH]c(=O)c(CN(Cc3cccs3)C(=S)NCc3ccco3)cc2c1	-0.1%	-2%	9.8%	1.1	17%	6%	i	6	9%	0.3%
O=C(Nc1ccc(N2CCOCC2)cc1)c1cc(-c2ccncc2)nc2ccccc12	0.0%[50 µM]	/	2.5%	/	4%	/	i	40	14%	0.3%
CCCC(=Nc1ccccc1)C1=C(O)C(C(=O)OC)C(C)(C)CC1=O (stereo not drawn)	0.2%	7%	-1.1%	1.1	4%	6%	i	26	-3%	0.1%
CCc1nc2nc(C)c(NS(=O)(=O)c3ccc(C4CCCCC4)cc3)c(=O)n2[nH]1	-0.1%	/	1.7%	/	/	/	i	26	/	0.2%
NNc1nc2ccc(F)cc2s1	-0.6%[50 µM]	8%	3.5%	1	10%	5%	i	2	-2%	-0.9%
C#C[C@]1(O)CC[C@H]2[C@@H]3CCc4cc(O)ccc4[C@H]3CC[C@@]21C	3.1%	-4%	-2.4%	1.1	2%	0%	i	8	-9%	0.9%
O=C(Nc1cccc2ncccc12)c1ccc(OCc2ccccc2)cc1	0.1%	0%	-0.8%	1.4	-1%	-3%	i	45	1%	-1.5%
CC1CN(CC(=O)Nc2nc3ccccc3s2)CC(C)O1 (stereo not drawn)	2.2%	/	4.0%	/	/	/	i	64	/	1.5%
CCCOc1ccc(/C=C/C(=O)NC2CCCCC2)cc1OC	?	/	2.9%	/	/	/	i	53	/	-0.8%
Cc1cc(C)cc(C(=O)N(c2ccccn2)C(C)c2ccco2)c1 (stereo not drawn)	0.8%	6%	1.4%	1.1	-10%	7%	i	46	-3%	-0.4%
O=C(O)c1cn(Cc2ccccc2Cl)c2ccc(S(=O)(=O)N3CCOCC3)cc2c1=O	-0.3%	10%	1.8%	1.1	25%	8%	i	13	3%	-0.6%

Brought forward from above: 4 compounds, followed by the next part.
SMILES	K1F lysis inhibition	PMI inhibition	RSV CPE inhibition	TNAP activators	M17LAP inhibition	human PMI inhibition	T cell HTS	T cell HTS vesicle-bound %	P. falciparum M1AAP	West Nile virus CPE
CC1CN(CC(=O)Nc2nc3ccccc3s2)CC(C)O1 (stereo not drawn)	2.2%	/	4.0%	/	/	/	i	64	/	1.5%
CCCOc1ccc(/C=C/C(=O)NC2CCCCC2)cc1OC	?	/	2.9%	/	/	/	i	53	/	-0.8%
Cc1cc(C)cc(C(=O)N(c2ccccn2)C(C)c2ccco2)c1 (stereo not drawn)	0.8%	6%	1.4%	1.1	-10%	7%	i	46	-3%	-0.4%
O=C(O)c1cn(Cc2ccccc2Cl)c2ccc(S(=O)(=O)N3CCOCC3)cc2c1=O	-0.3%	10%	1.8%	1.1	25%	8%	i	13	3%	-0.6%
Cc1cc(OCC(=O)NC2CC(C)(C)NC(C)(C)C2)c2c(C)cc(=O)oc2c1	0.1%	/	-0.4%	/	/	/	i	50	/	0.4%
COc1c(C)cc(C(=O)C2CCCN(C(=O)c3csc(C)n3)C2)cc1C (stereo not drawn)	4.3%	/	2.5%	/	/	/	i	16	/	-0.1%
CCN(CCO)C(=O)CC1C(=O)NCCN1Cc1c(F)cccc1Cl (stereo not drawn)	0.1%	5%	-0.2%	1.1	-3%	8%	i	22	0%	1.2%
O=C(C(=O)N1CCCCC1)c1cn(CC(=O)N2CCCCCC2)c2ccccc12	1.6%[50 µM]	/	2.0%	/	/	/	i	21	/	-0.5%
C=CCNC(=O)c1c(Cl)cccc1Cl	1.6%	-3%	-0.2%	1.1	2%	-4%	i	33	13%	1.1%
Cn1c(CC(=O)Nc2cccc(Cl)c2Cl)nnc1SCC(=O)NC1=NCCS1	0.4%	/	4.0%	/	/	/	i	30	/	0.1%
CCCCn1c(N)c(N(CC(C)C)C(=O)c2oc3ccc(OCC)cc3c2C)c(=O)[nH]c1=O	-0.5%[50 µM]	/	0.1%	/	/	/	i	27	/	1.0%
COc1ccc(OC)c(NC(=O)CC2(CC(=O)O)CCCC2)c1	-0.4%	/	0.6%	/	/	/	i	19	/	0.8%
COC(=O)CCC(=O)OC1(C)C(=O)C2=CN(CCCOC(C)C)C(c3ccc(OC)cc3)=CC2=C(Br)C1=O (stereo not drawn)	-0.3%	/	0.4%	/	13%	/	i	22	12%	-0.8%
Cc1nnc(-c2cnn(C)c2N)n1Cc1ccc(Cl)cc1	2.2%	4%	2.3%	1	-12%	5%	i	24	-7%	0.3%

High-throughput results (PubChem)

Not a hit list; about 1.5% have a hit in one of these screens.
